procasp7 counter: procaspase-7 activators, primary screen, counter-screen for procaspase-3 activator project, biochemical, absorbance, HTS, human; Caspase-7 (Homo sapiens), P55210; recombinant procaspase-7, Ac-DEVD-pNA absorbance 405 nm; D23A/D198A/D206A triple mutant, cannot self-cleave; scale: DMSO 0, 5 µM enzyme 100; activation, % at 8.5 µM; hit rate 0.093% among 330,000; AID 463210, 2010;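 active = percent activation above the screen-wide mean plus 3 SD, cut at about 25% in these data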
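Assay system: Uncleavable procaspase-7 mutant enzyme / Input: 2 µM procaspase-7 mutant as dispensed / Dosing: single nominal 8.5 µM compound dose, 0.8% DMSO final / Timing: 1 h enzyme–compound preincubation and 2 h substrate reaction, both 25 °C / Detection: p-Nitroaniline absorbance at 405 nm, read at 0 and 120 min / Replication: singlicate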
ZTA DNA inh: counter-screen for EBNA-1 inhibitors: inhibitors of Epstein-Barr virus ZTA. ZTA-DNA binding, fluorescence polarization. inhibition, % at 11 µM. hit rate 0.15% among 320,000; in the data active = inhibition above about 33%
EBNA-1 inhibitor: EBNA-1 DNA-binding inhibitors, primary screen, biochemical, fluorescence polarization; AID 1950, 2009; hit rate 0.34% among 300,000; inhibition, % at 14.8 µM; in the data active = inhibition above about 28%
LAP4 TOR yeast: modulators of LAP4-GFP expression in yeast, primary screen, S. cerevisiae, multiplex flow cytometry, MLPCN library | hit rate 0.34% among 320,000 | AID 2023, 2009 | GFP response vs DMSO, % at 10 µM | 3 h; median GFP as percent of DMSO wells;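 active = GFP response vs DMSO above a set limit, about the screen mean plus 3 SD, cut at about 150% in these data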
proCasp3 act: activators of human procaspase-3 D3A mutant, primary screen, biochemical, absorbance, PC-3 D3A mutant, single concentration; Caspase-3 (Homo sapiens), P42574; recombinant procaspase-3 D3A, Ac-DEVD-pNA absorbance 405 nm; activation, % at 8.5 µM; hit rate 0.11% among 330,000;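 active = activation above the mean of all tested compounds plus 3 SD, cut at about 21% in these data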;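 also: 0% = DMSO alone and 100% = DMSO wells spiked with extra 5 µM PC-3 D3A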
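Assay system – Procaspase-3 D3A mutant · Benchmarks – DMSO low control, extra-enzyme high control · Technique – 405 nm absorbance of p-nitroaniline, reads at 0 and 120 min · Doses – 8.5 µM nominal · Measure – % activation between DMSO and enzyme-spiked controls · Also added – Ac-DEVD-pNA chromogenic peptide substrate · Schedule – 1 h compound preincubation, 2 h substrate hydrolysis at 25 °C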
RPL19A-GFP yeast: RPL19A-GFP expression modulators in yeast, primary screen, cell-based, S. cerevisiae, multiplex flow cytometry, MLPCN; hit rate 0.3% among 330,000; S. cerevisiae RPL19A-GFP strain, 3 h; stronger effect = lower value; AID 2025, 2009; percent response vs DMSO, % at 10 µM;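 active = percent response vs DMSO below 50%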;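 also: median channel GFP fluorescence of the barcoded RPL19A-GFP strain; ratio of sample median GFP to plate DMSO average so 100% = DMSO; lower means less RPL19A-GFP as with rapamycin TOR inhibition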
AHR act: AHR activators, primary screen, cell-based, luminescence, luciferase reporter, human. AHR-responsive luciferase reporter cells. activation, % at 5 µM. hit rate 2.5% among 320,000; in the data active = activation above about 47%;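 also: 0% = vehicle wells and 100% = reference agonist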
MEP2 TOR yeast: modulators of MEP2-GFP levels in yeast, primary screen, S. cerevisiae, multiplex flow cytometry, MLPCN library; hit rate 0.51% among 330,000; GFP response vs DMSO, % at 10 µM; S. cerevisiae MEP2-GFP strain, 3 h; 100% = DMSO control level; AID 2016, 2009;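 active = GFP response versus DMSO above a set limit, roughly screen mean plus 3 SD, cut at about 180% in these data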;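 also: median GFP fluorescence of the barcode-gated MEP2-GFP cells per well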
Numbers without * were called inactive; [ ] = another dose, or the depositor's remark.

CCn1nc(C(=O)OCC(=O)NC(C)C)c2ccccc2c1=O was read as procasp7 counter -7, ZTA DNA inh 6, EBNA-1 inhibitor -19, LAP4 TOR yeast 96, proCasp3 act 9, RPL19A-GFP yeast 108, AHR act 2 and MEP2 TOR yeast 112.
COc1ccc(N2CC(C)Cn3c2nc2c3c(=O)n(CCN3CCOCC3)c(=O)n2C)cc1 (stereo not given) was read as procasp7 counter 8, ZTA DNA inh 6, EBNA-1 inhibitor -12, LAP4 TOR yeast 95, proCasp3 act -3, RPL19A-GFP yeast 98, AHR act -1 and MEP2 TOR yeast 97.
Screening CCCn1cnc2c(=S)nc(N)[nH]c21 returned procasp7 counter -10, ZTA DNA inh 1, EBNA-1 inhibitor -1, LAP4 TOR yeast 107, proCasp3 act -7, RPL19A-GFP yeast 108, AHR act 4 and MEP2 TOR yeast 105.
For C#CCCC/C(=C\C(=O)N(C)[C@H](C(=O)N(C)[C@H](C(=O)N(C)[C@H](C(=O)N(C)[C@H](C(N)=O)C(C)C)C(C)C)C(C)C)C(C)C)OC the results were procasp7 counter 9, LAP4 TOR yeast 109, proCasp3 act 2, RPL19A-GFP yeast 102, AHR act 2 and MEP2 TOR yeast 103.
`COC(=O)C[C@H]1c2cc(F)ccc2S(=O)(=O)N1Cc1ccccc1OC` gave procasp7 counter -2, ZTA DNA inh 10, EBNA-1 inhibitor -3, LAP4 TOR yeast 91, proCasp3 act 4, RPL19A-GFP yeast 98, AHR act 1 and MEP2 TOR yeast 101.
Screening CCn1c(=NC(=O)CSCC(=O)Nc2nccs2)sc2ccccc21 returned procasp7 counter 3, ZTA DNA inh 17, EBNA-1 inhibitor 3, LAP4 TOR yeast 107, proCasp3 act 1, RPL19A-GFP yeast 97, AHR act 4 and MEP2 TOR yeast 96.
Screening COC(=O)c1c(NC(=O)C2=COCCO2)sc(C)c1C returned procasp7 counter 9, ZTA DNA inh -1, EBNA-1 inhibitor 0, LAP4 TOR yeast 109, proCasp3 act 0, RPL19A-GFP yeast 96, AHR act 8 and MEP2 TOR yeast 101.
For COC(=O)/C=C/COc1ccccc1[N+](=O)[O-] the results were procasp7 counter -3, ZTA DNA inh 6, EBNA-1 inhibitor 9, LAP4 TOR yeast 97, proCasp3 act 8, RPL19A-GFP yeast 92, AHR act 7 and MEP2 TOR yeast 94.
O=C(CC1NC(=O)NC1=O)Nc1ccc(Cl)cc1 (stereo not given) was read as procasp7 counter 11, ZTA DNA inh 7, EBNA-1 inhibitor 5, LAP4 TOR yeast 99, proCasp3 act 6, RPL19A-GFP yeast 99, AHR act 1 and MEP2 TOR yeast 96.
`O=C(NCC(c1ccco1)N1CCc2ccccc2C1)C(=O)Nc1ccccc1` (stereo not given) gave procasp7 counter -6, ZTA DNA inh 2, EBNA-1 inhibitor -24, LAP4 TOR yeast 100, proCasp3 act 2, RPL19A-GFP yeast 99, AHR act 4 and MEP2 TOR yeast 102.
For Cn1c(N)c(C(=O)COC(=O)/C=C/c2ccc(S(=O)(=O)N3CCOCC3)cc2)c(=O)n(C)c1=O the results were procasp7 counter 3, ZTA DNA inh 0, EBNA-1 inhibitor 4, LAP4 TOR yeast 110, proCasp3 act 2, RPL19A-GFP yeast 99, AHR act 0 and MEP2 TOR yeast 101.
`CCOc1ccc(OCCOC(=O)CN(C)S(=O)(=O)c2ccc(NC(C)=O)cc2)cc1` gave procasp7 counter 7, ZTA DNA inh 10, EBNA-1 inhibitor 7, LAP4 TOR yeast 102, proCasp3 act 0, RPL19A-GFP yeast 94, AHR act 4 and MEP2 TOR yeast 93.
`COc1ccc2[nH]c(-c3ccccc3)cc2c1` gave procasp7 counter 8, ZTA DNA inh 0, EBNA-1 inhibitor 7, LAP4 TOR yeast 125, proCasp3 act -2, RPL19A-GFP yeast 99, AHR act 8 and MEP2 TOR yeast 96.
For CC1CCCC(NC(=O)C2CCCN2S(=O)(=O)c2cccc3nsnc23)C1C (stereo not given) the results were procasp7 counter 9, ZTA DNA inh 15, EBNA-1 inhibitor 11, LAP4 TOR yeast 86, proCasp3 act -6, RPL19A-GFP yeast 91, AHR act 2 and MEP2 TOR yeast 79.
Screening COc1ccc(C(CNC(=O)COc2ccccc2)N2CCOCC2)cc1 (stereo not given) returned procasp7 counter 6, ZTA DNA inh -4, EBNA-1 inhibitor -3, LAP4 TOR yeast 104, proCasp3 act 6, RPL19A-GFP yeast 90, AHR act 3 and MEP2 TOR yeast 101.

2 neighbouring records already listed:
CCn1nc(C(=O)OCC(=O)NC(C)C)c2ccccc2c1=O was read as procasp7 counter -7, ZTA DNA inh 6, EBNA-1 inhibitor -19, LAP4 TOR yeast 96, proCasp3 act 9, RPL19A-GFP yeast 108, AHR act 2 and MEP2 TOR yeast 112.
COc1ccc(N2CC(C)Cn3c2nc2c3c(=O)n(CCN3CCOCC3)c(=O)n2C)cc1 (stereo not given) was read as procasp7 counter 8, ZTA DNA inh 6, EBNA-1 inhibitor -12, LAP4 TOR yeast 95, proCasp3 act -3, RPL19A-GFP yeast 98, AHR act -1 and MEP2 TOR yeast 97.

Back to the main list, starting four compounds before the break.
`CCOc1ccc(OCCOC(=O)CN(C)S(=O)(=O)c2ccc(NC(C)=O)cc2)cc1` gave procasp7 counter 7, ZTA DNA inh 10, EBNA-1 inhibitor 7, LAP4 TOR yeast 102, proCasp3 act 0, RPL19A-GFP yeast 94, AHR act 4 and MEP2 TOR yeast 93.
`COc1ccc2[nH]c(-c3ccccc3)cc2c1` gave procasp7 counter 8, ZTA DNA inh 0, EBNA-1 inhibitor 7, LAP4 TOR yeast 125, proCasp3 act -2, RPL19A-GFP yeast 99, AHR act 8 and MEP2 TOR yeast 96.
For CC1CCCC(NC(=O)C2CCCN2S(=O)(=O)c2cccc3nsnc23)C1C (stereo not given) the results were procasp7 counter 9, ZTA DNA inh 15, EBNA-1 inhibitor 11, LAP4 TOR yeast 86, proCasp3 act -6, RPL19A-GFP yeast 91, AHR act 2 and MEP2 TOR yeast 79.
Screening COc1ccc(C(CNC(=O)COc2ccccc2)N2CCOCC2)cc1 (stereo not given) returned procasp7 counter 6, ZTA DNA inh -4, EBNA-1 inhibitor -3, LAP4 TOR yeast 104, proCasp3 act 6, RPL19A-GFP yeast 90, AHR act 3 and MEP2 TOR yeast 101.
COCCN(C(=O)CCN1C(=O)C2CC=CCC2C1=O)c1c(N)n(CC(C)C)c(=O)[nH]c1=O (stereo not given) was read as procasp7 counter 2, ZTA DNA inh -33, LAP4 TOR yeast 103, proCasp3 act 0, RPL19A-GFP yeast 101, AHR act -1 and MEP2 TOR yeast 95.
Screening CCSc1nc(C)c(CC)c(C)c1C(N)=O returned procasp7 counter 3, ZTA DNA inh 8, EBNA-1 inhibitor -8, LAP4 TOR yeast 101, proCasp3 act 2, RPL19A-GFP yeast 98, AHR act 9 and MEP2 TOR yeast 97.
`Cc1nn(C)c(C)c1C(C)NC(=O)c1ccc(OC2CCN(Cc3ccccn3)CC2)cc1` (stereo not given) gave procasp7 counter 5, ZTA DNA inh -8, EBNA-1 inhibitor -10, LAP4 TOR yeast 81, proCasp3 act -2, RPL19A-GFP yeast 103, AHR act -1 and MEP2 TOR yeast 111.
Cc1ccc(C(c2cc(Br)ccc2O)N2CCSCC2)cc1 (stereo not given) was read as procasp7 counter -3, ZTA DNA inh -20, EBNA-1 inhibitor 0, LAP4 TOR yeast 97, proCasp3 act 6, RPL19A-GFP yeast 99, AHR act 2 and MEP2 TOR yeast 101.
For O=C(CSc1nnc(CNC(=O)c2ccc(F)cc2)o1)NCc1ccc(F)cc1 the results were procasp7 counter 2, ZTA DNA inh -15, EBNA-1 inhibitor -10, LAP4 TOR yeast 100, proCasp3 act 5, RPL19A-GFP yeast 103, AHR act 3 and MEP2 TOR yeast 110.
Cc1cc(OCC(=O)c2ccc(Br)cc2)ccc1N1C(=O)CCC1=O was read as procasp7 counter -15, ZTA DNA inh -1, EBNA-1 inhibitor -5, LAP4 TOR yeast 104, proCasp3 act -5, RPL19A-GFP yeast 100, AHR act 1 and MEP2 TOR yeast 110.
CC(=O)Nc1ccc(N=NN2CCOCC2)cc1 was read as procasp7 counter -21, ZTA DNA inh 0, EBNA-1 inhibitor -15, LAP4 TOR yeast 103, proCasp3 act -8, RPL19A-GFP yeast 99, AHR act 0 and MEP2 TOR yeast 102.
For COc1ccc(OCC(=O)N(Cc2sccc2C)C2CCS(=O)(=O)C2)cc1 (stereo not given) the results were procasp7 counter 8, ZTA DNA inh -2, EBNA-1 inhibitor 5, LAP4 TOR yeast 99, proCasp3 act 11, RPL19A-GFP yeast 102, AHR act 2 and MEP2 TOR yeast 106.
Screening CCCc1cc(=O)oc2cc(C)cc(OC(C)C(=O)NCCCn3ccnc3)c12 (stereo not given) returned procasp7 counter 9, ZTA DNA inh 3, EBNA-1 inhibitor -3, LAP4 TOR yeast 91, proCasp3 act -4, RPL19A-GFP yeast 99, AHR act 11 and MEP2 TOR yeast 102.
COc1ccc(S(=O)(=O)NC2CCCCC2)cc1-n1cnnn1 was read as procasp7 counter 9, ZTA DNA inh -2, EBNA-1 inhibitor -1, LAP4 TOR yeast 86, proCasp3 act -4, RPL19A-GFP yeast 85, AHR act 0 and MEP2 TOR yeast 106.
Cc1ccccc1NC(=O)Cn1nc(C(=O)O)c2ccccc2c1=O was read as procasp7 counter 7, ZTA DNA inh 1, EBNA-1 inhibitor -2, LAP4 TOR yeast 103, proCasp3 act -7, RPL19A-GFP yeast 101, AHR act -2 and MEP2 TOR yeast 100.
For CCc1ccc(C(=O)Cn2ccsc2=N)cc1 the results were procasp7 counter 3, ZTA DNA inh 1, EBNA-1 inhibitor 4, LAP4 TOR yeast 108, proCasp3 act 4, RPL19A-GFP yeast 105, AHR act 12 and MEP2 TOR yeast 108.
Cc1cc2cc(CNC(=O)c3ccc4c(c3)OCO4)ccc2[nH]1 was read as procasp7 counter -10, ZTA DNA inh -8, EBNA-1 inhibitor -22, LAP4 TOR yeast 92, proCasp3 act 9, RPL19A-GFP yeast 96, AHR act 1 and MEP2 TOR yeast 101.
For N#C/C(=C\c1c(Oc2ccc(Cl)cc2)nc2ccccn2c1=O)C(=O)NC1CCS(=O)(=O)C1 (stereo not given) the results were procasp7 counter -6, ZTA DNA inh 3, EBNA-1 inhibitor 4, LAP4 TOR yeast 88[may fluoresce violet], proCasp3 act -4, RPL19A-GFP yeast 69[may fluoresce violet], AHR act 2 and MEP2 TOR yeast 176*[may fluoresce violet].
For Cn1ccc(CC(=O)N2CCC(N3CCC(C(=O)N4CCCC4)CC3)CC2)c1 the results were procasp7 counter 3, ZTA DNA inh 9, EBNA-1 inhibitor -4, LAP4 TOR yeast 102, proCasp3 act -6, RPL19A-GFP yeast 102, AHR act -1 and MEP2 TOR yeast 104.
For Cc1cc(C(=O)CCl)c(C)n1-c1c(C)n(C)n(-c2ccccc2)c1=O the results were procasp7 counter -10, ZTA DNA inh 11, EBNA-1 inhibitor 4, LAP4 TOR yeast 97, proCasp3 act -1, RPL19A-GFP yeast 98, AHR act 0 and MEP2 TOR yeast 96.
For Cc1ccc(CNC(=O)CN(C(=O)C2(C)CC(=O)N=C3C=CC=CN32)c2ccc(F)cc2)cc1 (stereo not given) the results were procasp7 counter 6, ZTA DNA inh 0, EBNA-1 inhibitor -2, LAP4 TOR yeast 103, proCasp3 act 0, RPL19A-GFP yeast 104, AHR act 0 and MEP2 TOR yeast 106.

Source: PubChem (several laboratories)
